Screens from PubChem.
TcdB GH inh – inhibitors of Clostridioides difficile toxin B glycohydrolase; TcdB glycohydrolase enzymatic assay, plate reader; inhibition, % at 9.99 µM; P18177; hit rate 0.24% among 350,000; in the data active = inhibition above about 10%
BoNT-F LC inh – inhibitors of Botulinum neurotoxin F light chain protease; Multiplex microsphere protease cleavage assay, flow cytometry; inhibition, % at 10 µM; hit rate 0.22% among 360,000; in the data active = inhibition above about 35%, passing the limit was not always enough; inconclusive = no clear call, values can overlap the other calls; note: plate controls were buffer without enzyme for full effect and enzyme alone for no effect
CCHF vOTU inh – CCHFV vOTU protease inhibition; Pep-AMC fluorescence; inhibition, % at 11.5 µM; hit rate 0.55% among 370,000; in the data active = inhibition above about 30%; note: 0% = vehicle wells with enzyme and 100% = no enzyme wells
Y pestis TopoI – blocks Yersinia pestis topoisomerase I activity. Y. pestis Topo-I cleavage product accumulation, plate reader. activity, % at 10 µM. hit rate 0.064% among 360,000. AID 504884; in the data active = activity above about 50%, passing the limit was not always enough; inconclusive = no clear call, values can overlap the other calls; note: inactives centre near 2
PfHsp40 yeast – compounds rescuing yeast from Plasmodium falciparum HSP40 toxicity | growth rescue, % at 12.5 µM | hit rate 0.68% among 340,000 | S. cerevisiae expressing PfHsp40, growth rescue, ATP luminescence; in the data active = growth rescue above about 28%, passing the limit was not always enough; inconclusive = no clear call, values can overlap the other calls;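 note: yeast W303a lacking pdr1 and pdr3 grown in galactose medium; growth measured after three days at 30 °C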
PrPC TRFRET – reduces human prion protein on the cell surface; P04156; cell surface PrPC, TR-FRET read-out; inhibition, % at 13.8 µM; AID 720596; hit rate 0.43% among 370,000; in the data active = inhibition above about 24%; note: 0% = median of the test wells and 100% = reference compound wells
Anthrax LF prot – anthrax lethal factor protease inhibition; hit rate 0.12% among 360,000; multiplex microsphere protease cleavage assay, LF; inhibition, % at 10 µM; P15917; note: plate controls were buffer without enzyme for full effect and enzyme alone for no effect
FadD28 FP inh – M. tuberculosis FadD28 bisubstrate binding inhibition. FadD28 bisubstrate probe binding, fluorescence polarization. inhibition, % at 12.5 µM. hit rate 0.22% among 360,000; in the data active = inhibition above about 8.5%, passing the limit was not always enough; inconclusive = no clear call, values can overlap the other calls
BoNT-A LC inh2 – blocks Botulinum neurotoxin A light chain protease; multiplex microsphere protease substrate cleavage, flow cytometry; hit rate 0.17% among 360,000; inhibition, % at 10 µM; note: plate controls were buffer without enzyme for full effect and enzyme alone for no effect
Active calls of the source: *; ? = inconclusive; . = not tested or not shown. Cut-off read from the data, not from the text of the source, unless noted: active = inhibition above about 30%; inconclusive = no clear call, values can overlap the other calls; inactive = below that.

SMILES	TcdB GH inh	BoNT-F LC inh	CCHF vOTU inh	Y pestis TopoI	PfHsp40 yeast	PrPC TRFRET	Anthrax LF prot	FadD28 FP inh	BoNT-A LC inh2
Fc1ccc(NC(=S)Nc2ccccc2Cl)cc1	-0.2	2	11	-1	0.7	9	-1	-0.2	0.8
COc1cccc(CNn2cn[nH]c2=S)c1OCc1ccccc1	1.8	-1	-5	5	-0.4	-3	-2	-1.1	0.4
N#C/C(C(=O)Oc1ccccc1)=C1\C=CC=CN1	.	-2	10	-9	-0.5	0	-2	-3.8	-0.1
Cc1cc(C)c2[nH]c(=O)c(C(c3nnnn3Cc3ccc4c(c3)OCO4)N3CCCCC3)cc2c1 (configuration not stated)	.	14	5	16	0.9	1	7	-3.8	1.5
CCOc1ccc(N(C)S(=O)(=O)c2ccc(C)c(C(=O)OCC(=O)c3c[nH]c4ccccc34)c2)cc1	0.9	-5	0	9	1.7	-5	0	-2.9	1.1
Cc1cc(N2C(=O)C(=O)/C(=C(/O)c3ccccc3)C2c2cccc(Br)c2)no1 (configuration not stated)	1.2	-5	11	7	0.6	-1	-3	-9.0	-0.3
CSCCCNC(=S)Nc1ccc(N2CCOCC2)cc1	-13	-4	15	0	-1.1	-4	-4	-0.3	-1.1
Cc1cccc(C)c1NS(=O)(=O)c1cc2c3c(c1)CC(=O)N3CCC2	-0.5	8	3	4	0.4	-5	-3	-0.6	0.1
COc1cc2c(-c3ccc4cc[nH]c4c3)c(-c3ccsc3)oc(=O)c2cc1OC	0.6	-6	-1	9	0.3	-2	-3	-7.2	-0.2
Cc1ccc(S(=O)(=O)NCC(c2ccc3c(c2)OCO3)N2CCN(c3ccccc3)CC2)cc1 (configuration not stated)	0.5	.	-7	10	-0.6	-5	.	-4.1	.
O=C(O)c1ccc(NC2=C/C(=N/S(=O)(=O)c3cccs3)c3ccccc3C2=O)cc1	-0.7	2	110*	-9	.	-27	-4	6.0	-0.1
CC(=O)Nc1cccc(NC(=S)Nc2ccc(F)c(Cl)c2)c1	0.5	-4	6	-4	-2.0	2	-7	-6.1	-0.2
CCc1ccc2oc(=O)cc(CN3CCC(C)CC3)c2c1	.	-28	-8	8	-0.4	-2	-3	0.0	0.0
CC(C)COc1ccc(CNC(=S)N/N=C/c2ccc([N+](=O)[O-])cc2)cc1	.	-2	-5	-10	-1.9	-2	-4	0.3	-0.7
CCOC(=O)C1=C(COC(=O)/C=C/c2ccccc2Cl)NC(=O)NC1C (configuration not stated)	1.0	-3	10	26	2.2	-5	-3	-2.9	-2.1
CC(C)c1ccc(N(CCc2ccccn2)C(=O)C(C)(C)C)cc1	2.6	?	1	10	1.3	14	1	-1.6	-3.1
O=C(NC1CCCN(c2ccc(C(F)(F)F)cn2)C1)c1ccncc1 (configuration not stated)	0.5	10	-11	14	2.5	-3	-2	-4.2	-0.4
Clc1ccccc1Cc1noc(CN2CCCCC2CCc2ccccn2)n1 (configuration not stated)	0.5	5	12	11	-0.5	-4	-1	-1.9	-0.5
COC(=O)C1=CN(Cc2cccs2)C=C(C(=O)OC)C1c1ccc(OC)cc1OC	0.8	16	-99	9	-0.3	-2	3	-3.1	1.7
CC(=O)c1ccc(OCCCC(=O)N2CCN(S(=O)(=O)c3ccc(C(C)C)cc3)CC2)cc1	2.1	-14	0	15	?	10	-4	-2.1	-3.1
O=C1CN(C(=O)COC(=O)c2ccc[n+]([O-])c2)c2ccccc2N1	0.9	-3	9	2	-1.3	7	-6	-1.9	-0.7
CCOC(=O)Cn1cc([N+](=O)[O-])nc1[N+](=O)[O-]	.	-1	7	-9	-0.8	-14	-2	-2.3	-1.3
Cc1ccc(CNC(=O)CC(NC(=O)c2ccccc2)c2ccccc2)cc1 (configuration not stated)	-0.5	1	-3	5	25	-1	-3	-2.1	-0.6
Clc1nc2nc3n(c2nc1Cl)CCC3	0.4	?	-14	-3	-0.8	4	-7	-2.7	0.2
C/C(=N\NC(=O)C(=O)Nc1c(C)n(C)n(-c2ccccc2)c1=O)c1ccc(Cl)s1	2.4	-11	-7	-1	-0.4	9	-6	-3.8	-0.9
CCC(=O)Nc1c(S(=O)(=O)c2ccccc2)c2nc3ccccc3nc2n1C(C)c1ccccc1 (configuration not stated)	.	-9	-43	16	1.0	15	2	1.5	12
COCc1ccc(C(=O)N2CCCCC2C(=O)Nc2ccc(-n3nc(C)cc3C)cc2)o1 (configuration not stated)	-0.3	1	-4	4	-0.3	-2	-1	-3.1	2.1
CCN(CC)CCN(C(=O)c1ccc(C(=O)c2ccccc2)cc1)c1nc2ccc(OC)cc2s1	1.1	9	10	19	1.1	-2	4	-2.7	-2.5
O=C(CN1C(=O)NC2(CCCCC2)C1=O)N1CCN(C(=O)c2cccs2)CC1	0.2	.	-4	2	-1.0	-6	.	-2.8	.
CCOc1ccc(-c2nc(N)nc(C)c2-c2ccc(OC)c(OC)c2)c(O)c1	.	15	3	0	-0.8	-1	4	-3.7	1.4

Exported in CSV form: 7 of the compounds above.
Structure,TcdB GH inh,BoNT-F LC inh,CCHF vOTU inh,Y pestis TopoI,PfHsp40 yeast,PrPC TRFRET,Anthrax LF prot,FadD28 FP inh,BoNT-A LC inh2
O=C1CN(C(=O)COC(=O)c2ccc[n+]([O-])c2)c2ccccc2N1,0.9,-3,9,2,-1.3,7,-6,-1.9,-0.7
CCOC(=O)Cn1cc([N+](=O)[O-])nc1[N+](=O)[O-],.,-1,7,-9,-0.8,-14,-2,-2.3,-1.3
Cc1ccc(CNC(=O)CC(NC(=O)c2ccccc2)c2ccccc2)cc1 (configuration not stated),-0.5,1,-3,5,25,-1,-3,-2.1,-0.6
Clc1nc2nc3n(c2nc1Cl)CCC3,0.4,?,-14,-3,-0.8,4,-7,-2.7,0.2
C/C(=N\NC(=O)C(=O)Nc1c(C)n(C)n(-c2ccccc2)c1=O)c1ccc(Cl)s1,2.4,-11,-7,-1,-0.4,9,-6,-3.8,-0.9
CCC(=O)Nc1c(S(=O)(=O)c2ccccc2)c2nc3ccccc3nc2n1C(C)c1ccccc1 (configuration not stated),.,-9,-43,16,1.0,15,2,1.5,12
COCc1ccc(C(=O)N2CCCCC2C(=O)Nc2ccc(-n3nc(C)cc3C)cc2)o1 (configuration not stated),-0.3,1,-4,4,-0.3,-2,-1,-3.1,2.1

Other compounds
SMILES	TcdB GH inh	BoNT-F LC inh	CCHF vOTU inh	Y pestis TopoI	PfHsp40 yeast	PrPC TRFRET	Anthrax LF prot	FadD28 FP inh	BoNT-A LC inh2
CN(C)Cc1ccc(F)cc1Sc1ccc(Cl)cc1Cl	.	-17	19	19	-2.2	3	-12	-2.0	-2.0
CCN(CC)CCCn1c(SCC(=O)NCC2CCCO2)nc2ccccc2c1=O (configuration not stated)	-0.8	8	-6	-8	0.4	-5	6	0.5	-2.8
COc1ccc2[nH]c3c(c2c1)CN(C)CC3	1.1	-22	-4	-1	-0.9	-12	-3	0.4	-0.7
CC(C)CN(CC(C)C)C(=O)Nc1cccc([N+](=O)[O-])c1	1.1	-6	17	-6	-0.8	-7	-2	-2.8	-1.2
CCN(CC)c1ccc(S(=O)(=O)N2CCOCC2)cc1NC(=O)COC(=O)/C=C/c1ccccc1	-4.9	-6	7	9	0.1	3	0	0.3	0.8
CCC1c2ccc(C)n2CCN1C(=O)Nc1ccccc1OC (configuration not stated)	.	-8	5	3	0.2	-3	-6	-2.1	-0.3
COCCN(CC(=O)Nc1cccc(C)c1C)C(=O)c1oc2c(Cl)cccc2c1C	0.9	0	14	13	0.5	2	-5	-4.6	-0.2
Cc1cc2nccc(-c3ccccn3)n2n1	1.8	3	-6	4	-1.5	-3	4	-0.4	0.5
CCCc1ccc(OCc2ccc(C(=O)N3CCSCC3)o2)cc1	0.2	-1	8	24	0.7	13	5	-1.7	-0.2
COc1ccc(NC(=O)CC2SC(N3CCCCC3)=NC2=O)cc1OC (configuration not stated)	0.8	-2	3	2	-1.5	-4	4	0.3	1.3
CCOc1cc(/C=N/NC(=O)c2cccnc2)ccc1O	3.2	-12	4	9	-0.4	2	-3	0.2	-0.8
Cc1ccc(C)c(NS(=O)(=O)c2ccc(-c3coc(C)n3)cc2)c1	1.7	-2	-7	-8	0.4	7	-1	-1.8	-0.4
CCOC(=O)N1CCC(NC(=O)C2CCN(C(=O)N3CC(C)Oc4ccccc43)CC2)CC1 (configuration not stated)	1.4	1	-1	8	-1.9	-1	0	0.0	-0.9
CC(=O)Nc1cccc2c1C(=O)N(c1cccc(OC(C)=O)c1)C2=O	-0.9	-3	3	-13	-0.9	5	0	-1.0	-1.3
Cc1ccc(S(=O)(=O)NN=C(c2ccccc2)c2cccs2)cc1	-3.0	-4	32*	9	.	12	-7	-3.6	-0.2
CCCOc1ccc(N)cc1N	.	-160	85*	-39	-0.3	-2	-44	-7.3	-2.4
CC1(C)NC(=O)N(CCCC(=O)Nc2ccc(C(F)(F)F)cc2)C1=O	0.5	-2	-5	-2	0.2	8	-7	-0.5	0.4
COc1cc(/C=C2\SC(=S)N(CCC(=O)N3CCCCC3)C2=O)cc(OC)c1OC	1.3	18	11	28	-0.1	-1	28	.	30*
COc1ccc(-n2nc(C(=O)NCC(=O)Nc3cc(OC)c(OC)c(OC)c3)c3ccccc3c2=O)cc1	1.5	8	-1	8	-0.5	0	5	-0.2	-0.6
Cc1ccc(Cn2cc(CN3CC(N4CCCCC4)CS3(=O)=O)nn2)cc1 (configuration not stated)	-1.2	-4	3	.	.	0	-2	.	-0.7
CCOC(=O)CSc1nc2cc(C)ccc2cc1C#N	.	7	-7	0	1.3	-3	-1	-2.5	0.9
Cc1cc(C(=O)Cn2nnc3ccccc3c2=O)c(C)n1-c1c(C)n(C)n(-c2ccccc2)c1=O	.	-22	-18	-3	1.1	-16	-6	-2.3	-2.6
Cc1c(C(=O)NCC2CCCO2)oc2ccc(Br)cc12 (configuration not stated)	2.7	.	11	3	-0.4	5	.	-1.1	.
N#CC1(NC(=O)COC(=O)c2ccccc2SCC(=O)N2CCCC2)CCCCC1	1.7	0	4	1	-2.2	6	0	-4.0	-2.8
COc1ccc(C(C)=O)cc1CSc1nnc2c(Cl)cc(Cl)cn12	0.9	-3	0	5	-0.3	-14	0	-3.8	1.0
CCOC(=O)c1sc(NC(=O)c2cc(-c3cccc(O)c3)on2)c(C(=O)OCC)c1C	1.1	-5	2	-3	0.1	-3	-3	-4.8	-1.0
O=c1c(CN2CCN(Cc3ccccc3)CC2)coc2ccc(Cl)cc12	.	8	0	15	0.7	1	-11	0.8	8.8
CC(C)(C)C(=O)Nc1ccc(C(=O)CSc2nnc(C3CC3)n2C2CC2)cc1	0.6	2	-3	10	-0.8	-1	-2	-1.0	-0.1
CS(=O)(=O)Nc1ccc(C(=O)Nc2cccc([N+](=O)[O-])c2)cc1	-0.4	-4	0	9	0.9	-21	-1	1.0	-0.4
O=C(CN1c2cccc3cccc(c23)S1(=O)=O)NCc1ccccc1Cl	2.4	-2	-5	27	.	-9	-2	-0.7	-0.5
CCC(/C=C1\Sc2ccc(OC)cc2N1CCO)=C\c1sc2ccc(OC)cc2[n+]1CCO	2.0	-120	3	?	2.7	7	-26	-7.4	40*
COc1ccc(S(=O)(=O)N(C)C[C@H]2Oc3c(NC(=O)CCC(F)(F)F)cccc3C(=O)N([C@H](C)CO)C[C@@H]2C)cc1	-0.3	7	4	18	-1.6	-4	-9	-1.2	1.0
Cc1ccc(S(=O)(=O)N2CCOC2CNC(=O)C(=O)NCCc2ccccc2)cc1 (configuration not stated)	0.9	-4	-10	-3	-1.1	-3	2	-3.6	-0.1
COc1ccc(-c2ccccc2)cc1NC(=O)[C@@H]1O[C@H](CO)[C@H](O)[C@H](O)[C@H]1O	-0.3	5	2	2	.	-4	-5	0.5	0.5
N/C(=N\OC(=O)c1ccccc1F)c1ccc([N+](=O)[O-])cc1	0.3	-2	-8	-1	-1.3	5	-9	-0.2	-0.5
COc1ccccc1NC(=O)CN1CCC(n2nnc3cc(F)ccc32)CC1	.	0	3	10	0.0	1	-2	-3.5	-0.5
